Ba/F3 V617F tox: reduced viability of JAK2V617F-dependent Ba/F3 cells, primary screen, JAK2V617F inhibitor project, cell-based, Ba/F3 EpoR-JAK2V617F, luminescence | ATP luminescence | inhibition, % at 5.6 µM | 1.1% of 220,000 active;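 active = inhibition above the campaign mean plus 3 SD over all tested compounds, cut at about 24% in these data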;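 note: cytokine-independent growth of Ba/F3 cells driven by EpoR plus mutant JAK2; 0% = DMSO-treated cells and 100% = JAK inhibitor I control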
p47phox inh: p47phox/p22phox peptide binding inhibitors, primary screen, biochemical, uHTS, NADPH oxidase regulatory subunit | fluorescence polarization, 2 h | inhibition, % at 24.7 µM | 0.53% of 220,000 active | AID 1274, 2008;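 active = inhibition above about 30%, limit read from the data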;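 note: 0% = p47phox with labelled peptide and 100% = labelled peptide alone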
Target sequence (P14598 whole entry, looked up): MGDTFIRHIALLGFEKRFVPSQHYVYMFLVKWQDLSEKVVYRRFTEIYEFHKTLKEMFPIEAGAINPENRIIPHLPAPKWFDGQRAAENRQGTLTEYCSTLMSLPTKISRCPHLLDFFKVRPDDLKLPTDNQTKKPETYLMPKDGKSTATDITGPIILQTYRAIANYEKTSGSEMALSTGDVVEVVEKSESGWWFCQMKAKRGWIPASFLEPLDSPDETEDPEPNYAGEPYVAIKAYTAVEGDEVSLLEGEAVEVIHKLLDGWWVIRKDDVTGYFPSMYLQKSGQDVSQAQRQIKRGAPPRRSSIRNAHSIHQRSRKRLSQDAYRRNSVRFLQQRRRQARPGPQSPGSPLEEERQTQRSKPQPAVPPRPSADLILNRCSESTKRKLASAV
CHOP inhibitor: inhibitors of CHOP promoter induction, primary screen, cell-based, unfolded protein response, luciferase reporter | CHO-K1 CHOP-promoter luciferase, tunicamycin-induced, 15-18 h | inhibition, % at 10 µM | 3.8% of 220,000 active | AID 2732, 2010;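 active = compounds that reduced the stress-induced luciferase reporter signal by more than about 70% of percent inhibition, limit read from the data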;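 note: 0% = tunicamycin plus vehicle and 100% = wells without tunicamycin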
S1P4 agonist: S1P4 receptor agonists, primary screen, cell-based | S1P4-expressing cell line, agonist reporter assay | AID 1509, 2009 | activation, % at 4.98 µM | 0.35% of 220,000 active; in the data active = activation above about 11%;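 note: 0% = DMSO vehicle and 100% = reference agonist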
NPY-Y2 PAM-ag: NPY-Y2 potentiators or agonists, primary screen, cell-based; Neuropeptide Y receptor type 2 (Homo sapiens), P49146; cells expressing NPY-Y2, potentiator/agonist read-out; activation, % at 3.6 µM; 0.45% of 220,000 active; AID 1359, 2008; in the data active = activation above about 27%;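 note: cells stimulated with NPY near EC25 plus isoproterenol at EC100; 0% = vehicle plus submaximal agonist and 100% = vehicle plus saturating agonist; some results beyond the cut were filed as inactive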
S1P4 antag: S1P4 receptor antagonists, primary screen, cell-based. AID 1510, 2009. Sphingosine 1-phosphate receptor 4 (Homo sapiens), O95977. inhibition, % at 4.98 µM. 0.26% of 220,000 active. S1P4-expressing cells, antagonist mode, reporter read-out; in the data active = inhibition above about 29%;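 note: 0% = wells stimulated with agonist and 100% = vehicle wells without agonist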
NPY-Y1 antag: NPY-Y1 receptor antagonists, primary screen, cell-based | 1% of 200,000 active | inhibition, % at 3.6 µM | Neuropeptide Y receptor type 1 (Homo sapiens), P25929 | HEK293-CNG Y1 cells, membrane potential fluorescence; NPY at EC95, then isoproterenol;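 active = inhibition above the campaign mean inhibition of all tested compounds plus 3 SD, cut at about 20% in these data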;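 note: 0% = DMSO wells given NPY plus isoproterenol and 100% = isoproterenol alone without NPY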
Target sequence (P25929 whole entry, looked up): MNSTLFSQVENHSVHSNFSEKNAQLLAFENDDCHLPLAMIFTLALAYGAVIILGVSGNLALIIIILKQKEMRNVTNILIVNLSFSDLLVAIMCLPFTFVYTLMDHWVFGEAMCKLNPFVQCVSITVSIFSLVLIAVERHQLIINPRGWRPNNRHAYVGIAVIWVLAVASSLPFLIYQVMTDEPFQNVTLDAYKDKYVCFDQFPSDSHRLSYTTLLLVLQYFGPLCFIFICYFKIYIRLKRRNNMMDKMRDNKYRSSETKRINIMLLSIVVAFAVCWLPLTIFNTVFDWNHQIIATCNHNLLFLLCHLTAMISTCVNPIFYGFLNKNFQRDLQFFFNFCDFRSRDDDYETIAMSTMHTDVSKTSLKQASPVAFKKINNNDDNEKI
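material = HEK293 cells with Y1 receptor plus CNG channel | also added = NPY 25 nM then isoproterenol 1 µM plus Ro 20-1724 25 µM | schedule = dye 3 h, compound 60 min room temperature, stimulation 45 min | measured by = membrane potential fluorescence | benchmarks = high control isoproterenol alone, low control NPY with isoproterenol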
BaF3 tox: parental Ba/F3 cell viability inhibition, counter-screen for JAK2V617F inhibitor project, murine pro-B, CellTiter-Glo luminescence. CellTiter-Glo ATP luminescence. 1.1% of 220,000 active. inhibition, % at 5.6 µM;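 active = inhibition above a per-campaign cutoff, the mean inhibition of all tested compounds plus 3 SD, cut at about 27% in these data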;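 note: 0% = DMSO wells and 100% = JAK Inhibitor I control wells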
NPY1 pot ag: NPY-Y1 receptor potentiators or agonists, primary screen, cell-based. Neuropeptide Y receptor type 1 (Homo sapiens), P25929. NPY-Y1 expressing cells, potentiator/agonist activation. activation, % at 3.6 µM. 0.37% of 220,000 active. AID 1304, 2008; in the data active = activation above about 33%, passing the limit was not always enough;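 note: cells stimulated with NPY at EC10 then isoproterenol at EC100; 0% = low agonist plus stimulus and 100% = saturating agonist plus stimulus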
* marks the source's active call; other numbers are inactive results; · = no result given.

entry	Molecule	Ba/F3 V617F tox	p47phox inh	CHOP inhibitor	S1P4 agonist	NPY-Y2 PAM-ag	S1P4 antag	NPY-Y1 antag	BaF3 tox	NPY1 pot ag
1	Cc1cc([N+](=O)[O-])nn1CCCC(=O)N1CCN(c2ccccc2)CC1	6	-9	-7	-1.5	12	-3	2	11	0
2	CCCCn1cc2c(c1-c1cccc(C)c1)c(=O)n(C)c(=O)n2C	2	-1	9	-0.2	-5	9	·	3	-1
3	Nc1ccc(-c2cc(N)n(-c3ccccc3)n2)cc1	-6	14	-25	0.1	10	1	-5	4	5
4	O=S(=O)(c1ccccc1)c1nc(Nc2ccccc2N2CCOCC2)sc1Cl	0	-12	60	1.0	15	-1	8	8	1
5	COc1cc(C(=O)NCCN2C(=O)S/C(=C\c3cccs3)C2=O)cc(OC)c1OC	-1	-2	-4	-0.6	-16	-10	3	3	-12
6	CC(C)(C)OC(=O)NNC(=S)NCc1ccc(Cl)cc1	-2	-26	1	-2.7	-10	5	1	2	-34
7	CC1C/C(=N\Nc2ccc(S(N)(=O)=O)cc2[N+](=O)[O-])CC(C)(C)C1 (stereo not given)	0	-2	12	1.2	17	5	1	4	6
8	CC1COc2ccccc2N1C(=O)c1cccnc1Cl (stereo not given)	1	-16	20	0.0	-15	5	1	4	-9
9	CN(CC(=O)O)Cc1nc2ccccc2[nH]1	-1	-7	-14	1.1	0	15	4	2	-10
10	O=C(O)C1CCN(C(=O)c2csc(-c3ccc4c(c3)CCO4)n2)CC1	-2	-14	4	-0.8	6	-5	·	-3	9
11	O=C(NCCCn1ccnc1)C(=O)NCC(c1ccco1)N1CCN(c2ccccc2)CC1 (stereo not given)	-2	4	4	-0.6	6	4	3	-1	17
12	CC(NS(=O)(=O)c1cccc(Cl)c1)C(=O)N(C)C1CCN(C)CC1 (stereo not given)	2	4	1	-0.6	-6	3	4	8	-10
13	Cc1onc(-c2c(Cl)cccc2Cl)c1NC(=O)NC1CCSC1 (stereo not given)	-1	-12	9	-0.1	-15	0	·	-1	-3
14	O=C(COc1ccccc1)Nc1ccc(CN2CCCCC2)cc1	0	-1	17	-0.4	-7	1	4	2	-14
15	COn1c(SC(C)C)nc2ccccc2c1=O	6	-7	29	-0.1	-10	-6	3	2	-28
16	Cc1cc(C(=O)COC(=O)c2cc(O)c3ccccc3c2O)c(C)n1CC1CCCO1 (stereo not given)	0	28	1	0.7	3	0	2	5	7
17	COCC(C)NC(=O)c1cccc([N+](=O)[O-])c1 (stereo not given)	-2	-7	32	0.1	6	-11	1	-1	6
18	Cc1ccccc1-n1nnnc1SC1CCOC1=O (stereo not given)	-2	-12	20	0.1	4	-5	-3	-1	2
19	CCOC(=O)C1CCN(c2ncnc3c2c(-c2ccccc2)cn3-c2ccccc2)CC1	3	-5	38	-1.0	-1	5	2	6	-14
20	CC(C)NC(=S)NN=C1CCCCCCCCCCC1	0	-5	66	0.4	16	0	2	5	4

More compounds follow.
entry	Molecule	Ba/F3 V617F tox	p47phox inh	CHOP inhibitor	S1P4 agonist	NPY-Y2 PAM-ag	S1P4 antag	NPY-Y1 antag	BaF3 tox	NPY1 pot ag
21	COCC(C)NC(=O)C(C)Oc1ccccc1 (stereo not given)	-1	-5	-22	-0.2	11	-13	0	3	2
22	O=C(Nc1ccc(NC(=O)c2ccco2)nc1)c1ccccn1	-2	4	-42	1.3	12	-5	0	9	16
23	CSCC(NS(=O)(=O)c1ccc(C)cc1)C(=O)O (stereo not given)	-1	-13	28	3.4	-3	-19	5	9	22
24	O=C(Nc1ccc2c(c1)OCO2)c1cnn2cccnc12	-2	-5	57	3.2	12	-8	-5	8	-6
25	CCNC(=O)c1ccccc1NC(=O)c1cccc(S(=O)(=O)N2CCOCC2)c1	-2	-9	28	4.9	10	-4	0	1	-21
26	CC(c1nccs1)N(C)C(=O)CCc1nnc(Cc2c[nH]c3ccccc23)o1 (stereo not given)	4	-3	7	-0.6	4	-7	1	12	-6
27	O=C1OC(c2ccccc2)c2ccc3ccccc3c21 (stereo not given)	0	-8	22	-0.6	-1	-3	0	6	-3
28	CCOC(=O)c1cc(NC(=O)OC)c(C)nc1C	-5	-14	15	-1.0	9	-11	-7	2	3
29	CC(=O)N1C(O)CC(C)N1c1ccccc1 (stereo not given)	-3	-13	-1	3.8	1	-6	-2	3	0
30	O=C(NCCc1ccccc1)c1nc2nc(-c3cccs3)cc(C(F)(F)F)n2n1	2	-11	-7	-2.3	-9	-6	4	3	-10
31	COC(=O)c1cc(S(=O)(=O)Nc2cc(S(=O)(=O)N(C)C)ccc2C)oc1C	0	0	-5	-0.2	15	-7	·	0	0
32	Cc1cccc(Cn2ncc(Cl)c(Cl)c2=O)c1	-3	-1	-99	-1.0	12	8	-6	-2	7
33	Cn1c(CC2C(=O)Nc3ccc(Br)cc32)nc2ccccc2c1=O (stereo not given)	4	-15	26	0.1	1	-29	4	12	-4
34	OC(Cn1ccnc1)c1ccc(Cl)cc1Cl (stereo not given)	-1	-5	23	0.5	4	-11	-1	6	9
35	CCn1cc(C(=O)NCC2CCCO2)c(=O)c2cc(S(=O)(=O)N3CCCCCC3)ccc21 (stereo not given)	1	0	23	-2.9	13	-16	-4	7	-13
36	Cc1ccc(NC(=O)C(=O)NCC2CCCO2)cc1 (stereo not given)	4	-6	-7	-1.7	-14	79*	0	10	3
37	CN(C1CCS(=O)(=O)C1)S(=O)(=O)c1cccc2nsnc12 (stereo not given)	-1	-4	-14	0.6	0	-2	-6	1	-19
38	CC1CC(C)(C)NC(=O)O1 (stereo not given)	-1	-9	23	1.9	5	-2	-3	3	-1
39	O=C(CSc1nnc(-c2ccco2)o1)c1ccc[nH]1	-1	-9	-20	0.3	6	4	-1	5	15
40	Cc1ccc(C)c(/C=N/Nc2ccccn2)c1	3	-5	-3	-1.1	2	-9	-4	7	-15

Later entries:
entry	Molecule	Ba/F3 V617F tox	p47phox inh	CHOP inhibitor	S1P4 agonist	NPY-Y2 PAM-ag	S1P4 antag	NPY-Y1 antag	BaF3 tox	NPY1 pot ag
41	CC(=O)c1ccc2c(c1)OCCOCCOc1ccc(C(C)=O)cc1OCCOCCO2	0	8	2	0.7	43*	-13	·	6	42
42	CS(=O)(=O)N1CCC(Oc2ccccc2C(=O)NC2CCCCCC2)CC1	-2	0	-22	0.1	-11	1	7	4	13
43	CCCCNC(=S)N(C)/N=C/c1ccc(OCC(=O)Nc2ccc(OC)cc2)c(OC)c1	-4	-4	-13	0.5	-14	-13	16	1	-62
44	CC(C)c1ccc(C(=O)NCCCc2ccccc2)cc1	-6	-22	12	-3.2	-10	-8	11	0	-13
45	COc1cccc(N/C(SC)=C(/C#N)C(=O)NCc2cccs2)c1	4	-5	18	-0.9	-17	-12	2	8	-19
46	Nc1nnn(CC(=O)N/N=C/C=C/c2ccccc2)n1	-1	-6	-25	0.1	-25	3	·	-2	12
47	CC(=O)c1cc(C)ccc1OC(=O)c1cccc2nc(C)oc12	-2	-4	-9	1.2	16	-14	2	2	3
48	Cc1cccc(COCC(Cc2ccccc2)N2CCN(C(=O)c3cccc(Cl)c3)CCC2=O)c1 (stereo not given)	0	4	19	0.3	4	5	4	6	-8
49	CCOC(=O)c1[nH]c(C)c(C(=O)O)c1C	-4	-4	9	-2.2	5	1	4	2	-18
50	Cc1ccc(-n2c(SCC(=O)N3CCOCC3)nnc2-c2ccncc2)cc1C	2	-8	-9	0.7	-42	-8	·	-8	4
51	COc1ccc(Cl)cc1C(=O)NNC(=O)C1COc2ccccc2O1 (stereo not given)	-3	-11	32	2.1	-5	-1	0	2	-1
52	N#Cc1nc(-c2ccc(Cl)cc2)oc1NCc1ccco1	1	-11	40	-0.7	11	6	3	7	11
53	Clc1ccc(-c2csc(N3CCc4ccccc4C3)n2)cc1	-4	-5	15	1.1	1	-32	11	1	-10
54	COc1ccc(NC(=O)Nc2ccc(Cc3ccncc3)cc2)c(OC)c1	-2	-8	10	0.0	13	-1	-4	2	5
55	CC12CCC(C(=O)NCCCn3ccnc3)(OC1=O)C2(C)C (stereo not given)	0	-10	-23	2.1	-4	4	2	2	-11
56	Cc1ccc(-n2nnc3c(SCC(=O)NCc4ccco4)ncnc32)cc1	-3	-6	15	-0.2	-14	-27	6	1	-26
57	O=C(N/N=C/c1cccc([N+](=O)[O-])c1)c1ccccc1-n1cccc1	6	-21	-2	-2.0	0	4	-2	6	1
58	O=S(=O)(CCN1CCN(c2ccccn2)CC1)c1ccc(F)cc1	-3	-10	13	-0.4	14	-3	·	-3	-5
59	CCN(CC)CC(=O)Nc1ccc(-c2ccc(NC(=O)CN(CC)CC)c(OC)c2)cc1OC	-2	2	21	-1.5	-8	7	-3	-1	11
60	CC(C)CN1C(=O)NC(NC(=O)c2ccco2)(C(F)(F)F)C1=O (stereo not given)	0	-5	47	0.6	9	-1	-1	95*	6

A different layout for 3 compounds above:
[49] CCOC(=O)c1[nH]c(C)c(C(=O)O)c1C
[50] Cc1ccc(-n2c(SCC(=O)N3CCOCC3)nnc2-c2ccncc2)cc1C
[51] COc1ccc(Cl)cc1C(=O)NNC(=O)C1COc2ccccc2O1 (stereo not given)

assay / entry,49,50,51
Ba/F3 V617F tox,-4,2,-3
p47phox inh,-4,-8,-11
CHOP inhibitor,9,-9,32
S1P4 agonist,-2.2,0.7,2.1
NPY-Y2 PAM-ag,5,-42,-5
S1P4 antag,1,-8,-1
NPY-Y1 antag,4,·,0
BaF3 tox,2,-8,2
NPY1 pot ag,-18,4,-1

Next entries follow:
entry	Molecule	Ba/F3 V617F tox	p47phox inh	CHOP inhibitor	S1P4 agonist	NPY-Y2 PAM-ag	S1P4 antag	NPY-Y1 antag	BaF3 tox	NPY1 pot ag
61	O=C(NCc1cccnc1)c1ccc2c(c1)N(Cc1ccccc1)CCS2	2	-8	6	-0.6	-4	-15	·	0	25
62	CNC(=O)NNC(=O)c1nc(-c2ccccc2)c(C)o1	0	-2	-12	0.4	12	15	·	3	-26
63	O=C1CC(C(=O)Nc2ccc(F)cc2)S/C(=N\N=C\c2ccco2)N1 (stereo not given)	3	-9	-12	-0.9	-9	0	4	7	-25
64	O=C(NOC(=O)c1ccccc1Cl)c1cccs1	0	-12	20	1.3	13	1	9	1	-4
65	Cc1[nH]c2ccccc2c1/C=N/NC(=O)CNC(=O)c1ccc2c(c1)OCCO2	-2	-22	2	-0.5	-5	-8	·	2	19
66	CCOC(=O)c1csc(NC(C)=O)n1	3	0	-14	-0.5	-5	-11	-3	2	-21
67	O=C(O)CC1S/C(=N\N=C2CCCCCCC2)N(c2ccccc2)C1=O (stereo not given)	0	-1	12	0.1	-12	-11	-3	3	-4
68	CC(=O)c1cnn(-c2nc3c(C)cccc3s2)c1C	1	-5	16	-1.2	-16	18	8	5	-9
69	Cc1ccc(-n2c(C)cc(C=C3C(=O)CC(C)(C)CC3=O)c2C)cc1	-4	-13	-13	-2.4	11	-20	8	0	1
70	CN(C)/C=N/c1ncc(C(=O)c2ccc3ccccc3c2)s1	-4	-9	8	1.8	-13	-12	7	1	-2
71	COc1ccc(S(=O)(=O)N2CCCC(C(=O)NC3CCCCC3)C2)cc1 (stereo not given)	1	-5	32	-0.6	-4	-18	4	3	7
72	CN=c1scc(-c2c[nH]c3ccccc23)n1C	-4	0	10	0.1	12	6	1	1	11

Compound activity as filed in PubChem BioAssay.

The order is random. About 7.1% of those tested had a hit in this group.
